MsrA act = activates bovine MsrA enzyme. actives 0.3% (n = 360,000). purified bovine MsrA, absorbance read-out. activation, % at 10.6 µM; in the data active = activation above about 7.5%;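 note: 0% = vehicle and 100% = reference activator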
MT1-MMP act inh = blocks activation of human MT1-MMP; HT1080 RFP-PRO-GFP cells, GFP/RFP ratio fluorescence, overnight; percent of plate control window, DMSO zero; GFP/RFP ratio change, % at 20 µM; P50281; actives 0.061% (n = 360,000);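 active = GFP/RFP ratio change of at least 30% with cell ATP level not reduced by more than half and red fluorescence within 50% of control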; note: strong numbers were not always called active
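Assay system – RFP-PRO-GFP reporter HT1080 cells · Compound dosing – single dose of 20 µM compound, 1% DMSO final · Incubation – overnight compound exposure at 37 °C · Measure – GFP/RFP fluorescence ratio · Benchmarks – DMSO wells and RFP-L50D-GFP cells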
E coli Lon inh = E. coli protease La inhibition; AID 602123; inhibition, % at 7.94 µM; actives 0.42% (n = 360,000); purified E. coli Lon protease, fluorescence polarization; in the data active = inhibition above about 13%, passing the limit was not always enough;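 note: 0% = enzyme with probe and DMSO and 100% = no enzyme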
NRP1-CendR mod = NRP-1/CendR interaction modulation. O14786. FAM-RPARPAR peptide binding to NRP-1, fluorescence polarization. inhibition, % at 25 µM. actives 0.85% (n = 360,000);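 active = inhibition or corrected inhibition above about 18%, plus a signal ratio from 0.5 to 1.5, limit read from the data, passing the limit was not always enough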; note: strong numbers were not always called active
Rin1-Abl PPI inh = human Rin1-Abl interaction inhibition; P00519+Q13671; TR-FRET Rin1/Abl binding, biochemical; inhibition, % at 7.35 µM; actives 0.4% (n = 360,000); in the data active = inhibition above about 5%, passing the limit was not always enough
Target sequence (P00519 whole entry, looked up): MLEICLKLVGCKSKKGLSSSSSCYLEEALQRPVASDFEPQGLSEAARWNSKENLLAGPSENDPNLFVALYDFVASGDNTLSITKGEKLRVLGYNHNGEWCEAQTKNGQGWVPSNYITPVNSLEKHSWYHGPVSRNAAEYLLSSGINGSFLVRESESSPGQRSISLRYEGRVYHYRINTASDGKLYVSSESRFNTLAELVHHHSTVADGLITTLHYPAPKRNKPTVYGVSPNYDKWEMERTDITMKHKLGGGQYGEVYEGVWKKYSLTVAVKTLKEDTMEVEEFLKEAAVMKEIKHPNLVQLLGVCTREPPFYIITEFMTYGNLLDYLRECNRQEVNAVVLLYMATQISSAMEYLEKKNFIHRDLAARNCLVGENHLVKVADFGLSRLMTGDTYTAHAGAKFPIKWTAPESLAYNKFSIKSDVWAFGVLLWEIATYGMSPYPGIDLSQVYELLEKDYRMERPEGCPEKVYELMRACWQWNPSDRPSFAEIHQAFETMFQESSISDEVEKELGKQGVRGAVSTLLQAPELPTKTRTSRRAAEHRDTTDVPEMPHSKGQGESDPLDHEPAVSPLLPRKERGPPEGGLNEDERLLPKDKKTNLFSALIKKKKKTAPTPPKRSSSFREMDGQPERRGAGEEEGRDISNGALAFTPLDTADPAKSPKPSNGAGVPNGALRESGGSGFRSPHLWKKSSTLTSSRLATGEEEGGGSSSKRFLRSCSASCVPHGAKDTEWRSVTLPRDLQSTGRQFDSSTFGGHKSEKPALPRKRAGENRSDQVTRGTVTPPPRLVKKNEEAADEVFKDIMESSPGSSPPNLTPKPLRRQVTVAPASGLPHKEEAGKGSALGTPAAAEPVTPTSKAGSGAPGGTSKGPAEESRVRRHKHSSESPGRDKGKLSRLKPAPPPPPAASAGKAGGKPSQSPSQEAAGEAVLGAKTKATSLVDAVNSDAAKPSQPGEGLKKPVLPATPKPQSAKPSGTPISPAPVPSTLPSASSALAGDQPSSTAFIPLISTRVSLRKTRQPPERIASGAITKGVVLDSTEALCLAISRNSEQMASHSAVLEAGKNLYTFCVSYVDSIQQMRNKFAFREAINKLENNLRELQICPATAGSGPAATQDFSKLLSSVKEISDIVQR
Target sequence (Q13671 whole entry, looked up): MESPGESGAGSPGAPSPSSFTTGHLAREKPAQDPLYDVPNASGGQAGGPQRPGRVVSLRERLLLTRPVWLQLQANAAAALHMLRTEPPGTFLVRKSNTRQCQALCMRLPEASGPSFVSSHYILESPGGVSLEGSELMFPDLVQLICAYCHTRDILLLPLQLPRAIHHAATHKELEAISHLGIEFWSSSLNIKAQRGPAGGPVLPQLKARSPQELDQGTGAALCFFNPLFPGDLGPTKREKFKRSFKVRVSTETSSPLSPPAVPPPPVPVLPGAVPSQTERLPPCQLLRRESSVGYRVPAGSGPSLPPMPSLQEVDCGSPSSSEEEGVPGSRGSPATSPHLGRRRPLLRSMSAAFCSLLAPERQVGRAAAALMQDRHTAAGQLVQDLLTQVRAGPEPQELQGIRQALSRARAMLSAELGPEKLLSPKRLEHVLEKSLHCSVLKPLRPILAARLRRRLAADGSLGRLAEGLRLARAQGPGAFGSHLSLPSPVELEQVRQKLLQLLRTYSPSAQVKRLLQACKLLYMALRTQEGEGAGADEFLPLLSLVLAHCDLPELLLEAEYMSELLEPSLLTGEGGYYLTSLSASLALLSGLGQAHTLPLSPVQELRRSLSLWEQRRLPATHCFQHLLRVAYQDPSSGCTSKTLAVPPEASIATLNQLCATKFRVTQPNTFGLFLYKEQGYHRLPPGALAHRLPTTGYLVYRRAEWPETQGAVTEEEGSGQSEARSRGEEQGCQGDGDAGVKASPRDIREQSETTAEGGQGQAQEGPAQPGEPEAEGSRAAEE
FAS-TE inh = FAS thioesterase (human) inhibition; P49327; recombinant FAS-TE, OMFH fluorogenic substrate, fluorescence endpoint; inhibition, % at 15 µM; actives 0.67% (n = 360,000); AID 602261;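 active = compounds whose normalised, plate-corrected inhibition of enzyme fluorescence in the single-dose primary screen is 50% or more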;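 note: 0% = DMSO with enzyme and 100% = substrate without enzyme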
SKN-1 block = blocks SKN-1 activity in C. elegans | C. elegans VP596 Pgst-4::GFP/RFP ratio, acrylamide-induced, 24 h | inhibition, % at 21.8 µM | actives 0.49% (n = 360,000);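 active = interference check ratio from 0.5 to 1.5 plus GFP to RFP signal ratio inhibition reaching or exceeding a fixed threshold, cut at about 30% in these data, passing the limit was not always enough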; note: some compounds called inactive have numbers as strong as hits
Neddyl block = cullin neddylation inhibition; P61081+Q13564; TR-FRET cullin neddylation, biochemical; calls only at 25 µM; actives 0.58% (n = 360,000); AID 651699; in the data active = inhibition above about 36%
PABP1 MLLE inh = blocks PAM2 peptide binding to the PABP1 MLLE domain; P11940; GST-MLLE / FITC-PAM2 fluorescence polarization; inhibition, % at 20 µM; actives 0.36% (n = 360,000); AID 588489; in the data active = inhibition above about 35%, passing the limit was not always enough;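 note: plate controls were DMSO wells with GST-MLLE for no effect and wells lacking GST-MLLE protein for full effect; some results filed as inactive read as strong as hits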
Numbers without * were called inactive; i = inactive; / = not tested or not shown. Compounds were not picked by outcome, and some 4% of all compounds hit somewhere here.

Results follow in this order: MsrA act	MT1-MMP act inh	E coli Lon inh	NRP1-CendR mod	Rin1-Abl PPI inh	FAS-TE inh	SKN-1 block	Neddyl block	PABP1 MLLE inh
> COc1ccc(N2CCN(CC(O)COc3ccc4c(c3)CCC4)CC2)cc1 (stereo not drawn)
  -0.4	8.0	-8.7	-3.5	3.0	0.0	0.1	i	3.6
> Nc1nc(-c2cccnc2)nc2sc3c(c12)CCCC3
  -2.0	5.1	-2.2	3.1	-2.1	2.3	19.5	/	-1.6
> COc1ccc(S(=O)(=O)N2CCOC2CNC(=O)C(=O)NCc2ccc3c(c2)OCO3)cc1OC (stereo not drawn)
  -2.5	-2.8	-21.6	-2.0	3.0	-6.4	12.7	i	-2.0
> N=C1C(=O)OCC1c1ccccc1NC(=O)c1ccccc1 (stereo not drawn)
  -5.6	-6.4	0.2	-7.5	-1.6	-4.9	3.4	i	-1.3
> CCOC(=O)c1[nH]c(C)c(C(=O)NCc2ccc(C)cc2)c1C
  -1.7	-3.4	0.0	5.7	-1.1	-1.1	5.3	i	4.1
> CCCCn1c(N)c(N(CCOC)C(=O)CN2C(=O)NC3(CC(C)CC(C)(C)C3)C2=O)c(=O)[nH]c1=O (stereo not drawn)
  -8.3	2.1	0.5	1.4	-0.9	-4.0	3.6	i	-3.7
> O=C(COC(=O)C1CC1)Nc1ccc2c(c1)OCO2
  -1.5	-2.6	8.4	-4.9	-4.3	-2.7	-6.7	i	-6.7
> O=C(CNc1ccc(Br)cc1)Nc1ccc(S(=O)(=O)N2CCCC2)cc1
  -4.3	1.0	-0.8	2.3	-2.1	41.8	-5.8	i	-0.2
> O=C(NCCCn1ccnc1)c1ccc(S(=O)(=O)Nc2ccccc2)cc1
  -3.8	4.4	-0.5	-4.3	1.4	-3.2	7.4	i	4.7
> COc1ccc(C2CC(c3ccccc3C)n3nc(N)nc3N2)cc1 (stereo not drawn)
  -4.3	0.3	-3.3	3.6	-0.4	-2.5	10.5	i	-2.9
> O=C(NCC1COc2ccccc2O1)C1CCC(CNc2c(N3CCCCC3)c(=O)c2=O)CC1 (stereo not drawn)
  8.9*	3.0	3.0	-9.3	-1.6	9.7	-6.2	i	12.5
> CCOC(=O)C1CCCN(S(=O)(=O)c2c(C)noc2C)C1 (stereo not drawn)
  -2.3	0.3	-22.2	8.4	4.0	-2.6	17.0	i	4.4
> CC1CCN(S(=O)(=O)c2ccc(C(=O)Nc3sccc3C(N)=O)cc2)CC1
  -1.4	1.5	-6.3	-0.7	-6.0	8.4	2.8	/	1.9
> COc1ccc(N(C(=O)CNC(=O)c2cccs2)C(C(=O)NCC2CCCO2)c2ccccc2)c(OC)c1 (stereo not drawn)
  -1.5	-2.3	-6.6	1.7	0.6	-5.4	7.9	i	-1.1
> CCCCCc1c(C)c(C#N)c2nc3ccccc3n2c1-n1ccnc1C
  -0.8	/	1.3	7.0	-1.3	1.3	-0.8	i	13.5
> CCCCCCn1cnc2c(c1=O)c1nc3ccccc3nc1n2Cc1cccs1
  -0.5	0.3	1.5	-5.3	-0.9	1.6	15.1	i	5.0
> Nc1nc2c(ncn2[C@@H]2O[C@H](CNC(=O)[C@H](N)Cc3ccccc3)[C@@H](O)[C@H]2O)c(=O)[nH]1
  -1.0	0.9	-4.2	10.1	1.0	-0.8	1.3	i	6.3
> COc1ccc(-c2nc3c4ccccc4ccn3c2CC2CCCCC2)cc1OC
  -9.1	-6.3	-8.4	-13.2	1.0	13.5	2.0	i	0.1
> Nc1nc(SCC(=O)Nc2ccc(C(F)(F)F)cc2)[nH]c(=O)c1NC(=O)c1ccc(F)c(F)c1
  -1.9	3.6	-1.5	7.6	-2.1	1.1	-2.1	i	15.6
> CCN(CC)S(=O)(=O)c1ccc(C)c(NC(=O)CSc2nnnn2C)c1
  -1.1	1.1	-7.0	9.1	2.5	-2.4	4.9	i	6.8
> O=C1CCC(=O)N1CNc1cccnc1
  -2.0	0.8	-8.6	-11.5	3.3	-9.3	12.4	i	0.1
> C=CCn1c(SCC(=O)Nc2ccc(NC(C)=O)cc2)nc2sc(C)c(C)c2c1=O
  -5.3	5.9	10.1	-11.7	2.9	-4.1	-2.7	i	-10.9
> CC(C)(C)S(=O)(=O)c1nc2ccccc2s1
  0.1	4.0	5.5	17.4	-0.7	-3.5	-3.3	i	-3.6
> CN(C)c1ccc(N=Nc2cccc(F)c2)cc1
  -11.6	0.8	4.7	5.9	-0.7	20.1	34.2*	i	0.7
> Cc1cc2c(cc1C)NC(=O)C(C)CN2 (stereo not drawn)
  1.9	-0.2	-23.3	-6.8	-1.0	-7.4	3.3	i	-25.8
> COc1ccccc1CNC(=O)CN(c1ccc(C)cc1)S(=O)(=O)c1c(C)n[nH]c1C
  -7.0	-5.9	-9.5	-0.4	0.6	-0.2	28.3	i	-11.5
> COc1ccccc1CC(=O)N1CCCc2ccccc21
  6.9	-14.0	-3.0	-3.3	-0.2	-0.6	2.0	i	0.3
> Cc1ccccc1N1C(=O)c2ccccc2C1Nc1cccnc1 (stereo not drawn)
  -0.8	1.8	0.5	-0.9	1.6	-0.4	-7.0	i	-0.3
> CCOC(=O)Cn1c(=O)c(-c2cc(Br)ccc2N)nc2ccccc21
  -10.6	-11.7	3.9	0.0	-6.5	-40.0	1.0	i	51.4
> CC1(C)CC(=O)C2=C(C1)OC(N)=C(C#N)C21C(=O)N(Cc2ccccc2Cl)c2ccccc21 (stereo not drawn)
  -2.3	1.9	-4.5	-1.3	1.1	1.0	11.0	i	-2.5

Fetched by structure from the list above (four):
Results follow in this order: MsrA act	MT1-MMP act inh	E coli Lon inh	NRP1-CendR mod	Rin1-Abl PPI inh	FAS-TE inh	SKN-1 block	Neddyl block	PABP1 MLLE inh
> O=C(CNc1ccc(Br)cc1)Nc1ccc(S(=O)(=O)N2CCCC2)cc1
  -4.3	1.0	-0.8	2.3	-2.1	41.8	-5.8	i	-0.2
> CCN(CC)S(=O)(=O)c1ccc(C)c(NC(=O)CSc2nnnn2C)c1
  -1.1	1.1	-7.0	9.1	2.5	-2.4	4.9	i	6.8
> COc1ccc(S(=O)(=O)N2CCOC2CNC(=O)C(=O)NCc2ccc3c(c2)OCO3)cc1OC (stereo not drawn)
  -2.5	-2.8	-21.6	-2.0	3.0	-6.4	12.7	i	-2.0
> COc1ccc(-c2nc3c4ccccc4ccn3c2CC2CCCCC2)cc1OC
  -9.1	-6.3	-8.4	-13.2	1.0	13.5	2.0	i	0.1

New compounds follow:
Results follow in this order: MsrA act	MT1-MMP act inh	E coli Lon inh	NRP1-CendR mod	Rin1-Abl PPI inh	FAS-TE inh	SKN-1 block	Neddyl block	PABP1 MLLE inh
> COc1cccc(OC)c1C(=O)NNC(=O)c1ccccc1-n1cccc1
  -2.0	-0.9	3.0	2.3	0.7	1.8	3.8	i	2.0
> C[C@H](CO)N1C[C@H](C)[C@@H](CN(C)C(=O)Nc2ccc3c(c2)OCO3)Oc2c(NC(=O)Nc3ccc(C(F)(F)F)cc3)cccc2C1=O
  -0.7	-14.9	-10.9	10.9	0.4	75.6*	7.7	i	-1.3
> COc1ccc(C(=O)Nc2ccc3nc(N4CCOCC4)sc3c2)cc1OC
  0.1	3.0	-2.5	11.7	2.1	-4.2	-5.4	i	1.4
> Cc1ccc(NS(=O)(=O)c2ccc(C(=O)NNC(=O)c3ccccc3O)cc2)cc1
  -4.6	5.2	-10.1	-1.0	-0.9	13.5	-26.5	i	4.8
> COc1ccc(S(=O)(=O)NCc2ccccc2)cc1Br
  -3.1	0.7	5.7	6.6	2.9	4.7	-7.3	i	14.1
> O=C1c2ccccc2NC(c2ccc(-c3cccc(F)c3)o2)N1O (stereo not drawn)
  -2.4	2.9	-17.5	-9.3	-1.9	7.1	-5.8	/	-14.1
> CC(C)C[C@@H](CN1CCCC1CN1C(=S)NC[C@@H]1Cc1ccccc1)N1C[C@H](Cc2ccc(O)cc2)N(CCc2ccccc2)C1=S (stereo partly drawn)
  -4.6	-1.1	-4.2	3.9	/	-115.0	-1.7	i	/
> CCOc1ccc(C(=O)CC(Sc2ccc(C)cc2)C(=O)O)cc1 (stereo not drawn)
  -3.2	-3.5	0.0	-0.5	2.7	-1.2	9.8	i	34.7
> COc1cccc(OCc2cc(C(=O)N3CCN(C)C(c4ccccc4)C3)no2)c1 (stereo not drawn)
  -4.5	1.1	-15.7	-10.3	1.9	13.7	2.4	i	-17.4
> COc1ccc(C(=O)Nc2sc(C)c(-c3ccccc3)c2C#N)cc1OC
  -3.0	10.7	1.4	5.7	-1.9	18.2	5.5	i	15.0
> Cc1ccc(NC(=O)C2CCN(S(=O)(=O)c3ccc4c(c3)OCCCO4)CC2)nc1
  -2.8	-1.1	3.6	-1.6	1.5	1.1	-12.9	i	4.9
> CCC(C(=O)NCc1ccco1)n1nc(-c2ccc(OC)cc2)ccc1=O (stereo not drawn)
  -0.3	1.6	-2.5	10.1	-0.6	-1.0	0.4	i	-5.5
> CCC(C)(C)NC(=O)C(c1ccncc1)N(Cc1ccc(C)cc1)C(=O)c1csnn1 (stereo not drawn)
  -7.7	-2.9	-9.6	-6.5	4.7	-3.2	2.0	i	-7.6
> COc1cc(/C=C/C(=O)O)cc(S(=O)(=O)N(C)CCO)c1OC
  -2.9	0.5	-0.7	-2.6	2.3	1.6	-11.5	i	8.6
> Fc1cnc(N2CCc3ccccc32)nc1N1CCc2ccccc21
  -5.9	-0.1	-8.4	-12.3	-0.7	1.7	-0.2	i	4.8
> Cn1nc(C(=O)NCC2COc3ccccc3O2)c2ccccc2c1=O (stereo not drawn)
  -2.9	0.3	-3.0	9.2	0.0	4.0	-10.4	i	1.9
> CC1(C)C(=O)OC(c2cc(Br)ccc2O)C(C)(C)C1=O (stereo not drawn)
  -6.8	3.3	-1.1	-1.6	2.8	2.5	6.7	i	2.3
> CCOc1cc(CNC2CCCC2)c(Cl)cc1OCC(=O)Nc1ccccc1
  -1.9	2.5	-4.0	11.7	0.5	-0.5	21.7	i	-0.4
> CN(CC(=O)Nc1ccccc1Sc1ccccc1)Cc1nc2ccccc2c(=O)[nH]1
  -1.4	-2.2	5.0	-8.2	0.8	3.5	4.0	i	-12.1
> O=C1C(=O)N(Cc2cccs2)c2ccccc21
  -2.4	-2.2	1.2	2.4	-1.7	1.3	9.6	i	0.7
> COC(=O)/C(NC(C)=O)=C(\C)c1ccc(Cl)cc1
  -9.5	0.1	0.1	-4.5	0.2	-7.4	-23.7	i	-8.2
> CCCCN1C(=O)N(c2ccc(Cl)cc2)C(C)(O)CC1(C)C (stereo not drawn)
  -3.0	-2.4	-6.2	-2.8	1.7	-3.6	-1.2	i	-6.0
> FC(F)(F)c1ccncc1-c1nnnn1-c1ccc(Cl)cc1
  -5.4	-1.1	0.7	-3.5	-1.8	-4.2	-6.7	i	3.7
> COc1ccc(-c2csc(NC(=S)NC(=O)c3ccco3)n2)cc1Br
  -2.1	0.8	4.9	15.5	-1.1	-0.3	10.0	i	13.6
> COC(=O)[C@@]12CCCCN1[C@H](c1ccc(-c3ccc(F)cc3)cc1)[C@@H]1C(=O)N(C)C(=O)[C@@H]12
  -2.9	5.7	-6.7	11.5	-0.9	32.8	-2.8	i	1.5
> Cc1ccc(Cl)c(NC(=O)COC(=O)CNS(=O)(=O)/C=C/c2ccccc2)c1Cl
  -5.0	0.3	-1.1	-13.7	-4.3	-7.6	15.6	i	-16.5
> Cn1nc(C(F)(F)F)c(-c2ccc(Br)cc2)c1NC(=O)C1CCC1C(=O)O (stereo not drawn)
  -2.9	-1.0	0.0	9.8	-0.4	-1.7	14.4	i	5.7
> C=CCc1cccc2cc(C(=O)NCc3cccnc3)c(=O)oc12
  -1.0	6.2	8.5	3.2	-6.7	-9.2	1.7	i	16.8

Screening results: PubChem, several laboratories
